# aSyn yeast rescue: qHTS of alpha-syn Inhibitors: NCGC Sytravon Library Screen; S. cerevisiae alpha-synuclein toxicity rescue, BacTiter-Glo growth, 24 h; Potency, µM (series often up to 46.1 µM), inactives show top-dose growth rescue (activation), actives largely listed as activators; 94,000 tested, 0.02% active; AID 1347070, 2019; active = well fitted activation curve with a large enough effect; inconclusive = small, poorly fitted or top-dose-only effect; note: 0% is about no effect
#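 Growth restoration measured by BacTiter-Glo luminescence after 24 hr at 30 deg C; alpha-synuclein yeast, raffinose-pregrown to mid-log, were added at OD600=0.02 in galactose medium onto pinned compounds.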
# Active calls of the source: *; ? = inconclusive; [ ] = another dose, or the depositor's remark. Potency is the fitted concentration of half-maximal effect.
No.	Structure	aSyn yeast rescue
1	Cc1cccc(N2CC(c3nc4ccccc4n3C)CC2=O)c1C (stereo unspecified)	-5.2%
2	Cc1cccc(N(C)C(=O)c2cc3c(=O)oc4ccc(C)cc4c3s2)c1	2.9%
3	CC(C)(C)Nc1nc(Cl)nc(N(C#N)CN2C(=O)c3ccccc3S2(=O)=O)n1	2.3%
4	CCN(C(=O)CCS(=O)(=O)c1ccc2c(c1)CCN2C(C)=O)c1cccc(C(F)(F)F)c1	3.1%
5	COc1ccc(NC(=O)C2CCN(S(=O)(=O)c3cn(C)cn3)CC2)cc1Cl	-9.2%
6	O=Cc1c(Cl)nc2ccccn12	-4.3%
7	COc1ccc(-c2cc(C(F)(F)F)n3nc(C(=O)Nc4cc(C(F)(F)F)ccc4Cl)cc3n2)cc1OC	2.4%
8	CCCc1cc(=O)[nH]c(SCC(=O)N2CCN(S(=O)(=O)c3ccccc3)CC2)n1	-3.8%
9	COc1cccc(N2CCN(C(=O)C3CCN(S(=O)(=O)c4cn(C)cn4)CC3)CC2)c1	-6.9%
10	O=C(Nc1nonc1-c1ccc(Cl)cc1)c1ccccc1	2.5%
11	CC(C)C1C(=O)N(Cc2cn(Cc3ccco3)nn2)CCS(=O)(=O)N1Cc1ccc(-c2ccc(F)nc2)cc1 (stereo unspecified)	-12.7%
12	Cc1ccc(/C=C/C(=O)NCc2ccc(S(N)(=O)=O)cc2)o1	4.2%
13	COc1ccc(N/C(C)=C/C(=S)Nc2ccccc2)cc1	-9.2%
14	COc1ccc(CCNC(=O)c2ccc3c(c2)N(Cc2cccc(Cl)c2)C(=O)CS3)cc1OC	2.5%
15	Cc1ccc2c(c1)-c1c(c(C(=O)N3CCN(c4cc(C)ccc4C)CC3)nn1C)CS2	7.3%
16	CCN(C(=O)COC(=O)c1ccc(OC)c(S(=O)(=O)N(C)Cc2ccccc2)c1)C1CCS(=O)(=O)C1 (stereo unspecified)	6.7%
17	Cc1ccc2c(=O)cc(C(=O)Nc3ccc(S(=O)(=O)Nc4nc(C)cc(C)n4)cc3)oc2c1	-11.8%
18	CCOC(=O)c1ccc(N2CCN(c3ccccc3OC)CC2)c(NC(=O)Nc2ccc(CC)cc2)c1	-15.3%
19	Cc1ccc(-n2c(=O)c3c(C)c(C(=O)N(C)C)sc3n(CC(=O)C(C)(C)C)c2=O)cc1C	-7.3%
20	CC(C)CC(OC(=O)c1nsc(Cl)c1Cl)C(=O)NC1CCCC1 (stereo unspecified)	-8.0%
21	CSc1oc(-c2cccs2)nc1S(=O)(=O)c1ccc(Br)cc1	19.6%
22	COc1ccc(C2=NN(C(=O)c3ccco3)C(c3ccco3)C2)cc1OC (stereo unspecified)	-8.5%
23	O=C(Cn1c(-c2cccs2)cc2cc(Cl)ccc21)N1CCN(c2ccccc2F)CC1	5.0%
24	COc1ccc(NC(=O)c2cc3c(=O)n(Cc4cccnc4)ccc3nc2C)cc1OC	0.5%
25	CCN1CCN(c2nc(Nc3cccc(C)c3)nc(N)c2[N+](=O)[O-])CC1	3.6%

# Next section.
No.	Structure	aSyn yeast rescue
26	COCCCN(C(=S)Nc1cc(Cl)cc(Cl)c1)C(C)c1ccccn1 (stereo unspecified)	-5.0%
27	CC(=O)N1c2ccccc2Oc2cc3ccccc3cc21	2.4%
28	COc1ccc(C)cc1NC(=O)CCn1nc(C)cc1C	0.4%
29	CCc1ccc(S(=O)(=O)c2cn(Cc3ccc(OC)cc3)c3cc(OC)c(OC)cc3c2=O)cc1	4.4%
30	O=C(CS(=O)(=O)c1nc(-c2ccc(Cl)cc2)cn1-c1ccccc1)Nc1cccc(Cl)c1	30.0%
31	CCOc1ccccc1NC(=O)Cn1nnc(C(=O)Nc2ccc(C)c(C)c2)c1N	3.4%
32	Cc1c(C(=O)N2CCCC2)oc2c1-c1nn(CC(=O)NCc3cccc(F)c3)cc1CC2	-1.6%
33	Cc1ccc(S(=O)(=O)C(CNS(=O)(=O)c2ccc(F)c(C(F)(F)F)c2)c2ccco2)cc1 (stereo unspecified)	-5.0%
34	CCc1ccc(OCC(=O)Nc2ccc3c(c2)c2ccccc2n3CC)c(Br)c1	-3.8%
35	CNC(=S)NNC(=O)COc1ccc(C)c(C)c1	-0.6%
36	CC(CC(c1ccccc1)N1CCc2ccccc2C1)=NO (stereo unspecified)	9.0%
37	O=C(C1CCCO1)N1CCN(C(=O)C23CC4CC(CC(C4)C2)C3)CC1 (stereo unspecified)	11.0%
38	Cc1cc(=O)c(C(=O)c2ccccc2)c(C)o1	-6.4%
39	CCCCn1c(N)c(N(CCOC)C(=O)c2cc(-c3ccc(C)cc3)nc3ccccc23)c(=O)[nH]c1=O	-0.8%
40	COc1ccc(Cn2c(CO)cnc2SCC(=O)NCc2ccco2)cc1	-2.9%
41	Cc1ccc(C)c(NC(=S)NC(C)C(c2cccs2)N2CCOCC2)c1 (stereo unspecified)	-3.8%
42	CC1CCN(C(=O)C2COc3ccccc3C2)CC1 (stereo unspecified)	-6.1%
43	C[C@H]1CN([C@@H](C)CO)S(=O)(=O)c2ccc(-c3cccc(F)c3)cc2O[C@@H]1CN(C)C	9.6%
44	CN(CC(=O)Nc1ccc(Cl)c(Cl)c1)CC(=O)N1CCCCCC1	4.3%
45	O=C1c2ccccc2C(=O)N1CCCCN(C(=O)c1cc([N+](=O)[O-])cc([N+](=O)[O-])c1)c1ccc(Cl)cc1	9.4%
46	COc1cc(C2C(C(=O)OC(C)C)=C(C)N=C3SCCC(=O)N32)ccc1OCc1ccccc1 (stereo unspecified)	1.3%
47	Cc1cc(C)cc(NS(=O)(=O)c2ccc(F)cc2)c1	?
48	CCOC(=O)c1c(NC(=O)c2ccc(S(=O)(=O)N3CCC(C)CC3)cc2)sc2c1CCN(C(C)C)C2	10.8%
49	CCc1ccc(NC(=O)Cn2c(=O)c3cc(Cl)ccc3n3nncc23)cc1	-9.6%
50	Fc1ccc(Cn2c(-c3cccc(Br)c3)nc3ccccc32)cc1	-3.1%

# Copied from above, nos. 43–44
No.	Structure	aSyn yeast rescue
43	C[C@H]1CN([C@@H](C)CO)S(=O)(=O)c2ccc(-c3cccc(F)c3)cc2O[C@@H]1CN(C)C	9.6%
44	CN(CC(=O)Nc1ccc(Cl)c(Cl)c1)CC(=O)N1CCCCCC1	4.3%

# The results go on:
No.	Structure	aSyn yeast rescue
51	COc1ccc(-c2n[nH]c3c2cnc2ccc(F)cc23)cc1	-4.5%
52	CCCCNC(=O)Cn1ncc2c(C)n(Cc3cccc(Cl)c3)c(C)c2c1=O	4.1%
53	COc1ccc(S(=O)(=O)N(C)C2CCN(C)CC2)cc1	-3.9%
54	CN(C(=O)CSc1nc2c(c(=O)[nH]1)CCCC2)c1ccccc1	3.0%
55	COc1ccc(OC)c(CCNC(=O)C2=C(C)C(=O)OC23CCC(C)CC3)c1 (stereo unspecified)	-2.6%
56	COc1ccc(-c2nc3ccccc3o2)cc1NC(=O)COc1c(C)cc(Cl)cc1Cl	-0.8%
57	CCOc1ccc(NC(=O)c2cc3c(s2)-c2ccccc2OC3)cc1	-27.9%
58	CN(CC(=O)NCc1ccc(F)cc1)Cc1ccc(Br)cc1	-43.8%[inhibitor]
59	O=C(CSc1nnc2c(n1)[nH]c1ccccc12)Nc1ccc(N2CCOCC2)cc1	6.1%
60	Cc1nc2sc(C(=O)Nc3ccc(F)cc3)c(N)c2c(-c2ccc(Br)cc2)c1C(=O)Nc1ccc(Cl)cc1	5.4%
61	Nc1ccc(N2CCCCC2)c(S(=O)(=O)Nc2ccccc2Cl)c1	11.1%
62	Cc1cccc(-c2nc3c4ccccc4nc(N4CCN(c5cc(C)ccc5C)CC4)n3n2)c1	-0.4%
63	COc1ccc(-c2cn[nH]c2-c2ccc(OCc3ccccc3)cc2O)cc1OC	4.3%
64	CCOc1ccccc1NC(=O)C1CCN(S(=O)(=O)Cc2ccccc2)CC1	9.7%
65	Cc1ccc(S(=O)(=O)N2C[C@H]3C(=O)C[C@@H](c4ccccc4)N(S(=O)(=O)c4ccc(C)cc4)[C@H]3C[C@H]2c2ccccc2)cc1	-1.3%
66	CCOc1ncccc1C(=O)N=c1sccn1C	-10.8%
67	COc1ccc(CCNC(=O)c2ccc3c(c2)N(Cc2ccccc2Cl)C(=O)c2ccccc2S3)cc1OC	3.3%
68	COC(=O)C1=CN(Cc2ccc(OC)c(OC)c2)C=C(C(=O)OC)C1c1cccc(F)c1	0.5%
69	CC(=O)Nc1nc2[nH]ccc2c(=O)[nH]1	-6.0%
70	O=[N+]([O-])c1cc([N+](=O)[O-])c2cc(-c3cccnc3)[nH]c2c1	-0.3%
71	CCOC(=O)C1CCCN(S(=O)(=O)c2cc3c4c(c2)CC(=O)N4CCC3)C1 (stereo unspecified)	1.6%
72	O=C(COc1ccc2oc(-c3ccccc3)cc(=O)c2c1)Nc1ccccc1	-12.6%
73	CCCc1ccc(S(=O)(=O)N2CCC(c3nnnn3-c3ccc(OC)cc3)CC2)cc1	2.6%
74	CCOc1ccc(NC(=O)c2c(NCc3sccc3C)sc3c2CCCCC3)cc1	-8.9%
75	CCN(c1ccccc1)S(=O)(=O)c1ccc(C(=O)N2CCCC(C(F)(F)F)C2)cc1 (stereo unspecified)	0.9%

# Later entries:
No.	Structure	aSyn yeast rescue
76	O=C(Cn1ncc2c([nH]c3ccccc32)c1=O)Nc1cc(F)ccc1F	-2.5%
77	Cc1cccc(NC(=O)c2cccc(N3CCCS3(=O)=O)c2)c1	-12.6%
78	CCCCCCC(=O)Oc1cccc(C2=CC(=O)CC(C)(C)C2=O)c1	-2.6%
79	Cc1cc(=O)n(CC(=O)Nc2cccc([N+](=O)[O-])c2)c(-n2nc(C)cc2C)n1	10.3%
80	CCOC(=O)N1CCc2c(sc3c2c(=O)n(-c2ccc(CC)cc2)c(=O)n3CC(=O)c2ccc(F)cc2)C1	1.7%
81	Cc1cccc(Cn2c(SCc3ccc(C(=O)NCCc4ccccc4)cc3)nc3cccnc32)c1	-6.2%
82	CCC(COC)NC(=O)CCc1nnc(Cc2cccc(C(F)(F)F)c2)o1 (stereo unspecified)	4.4%
83	O=S(=O)(c1ccc(Br)s1)N1CCN(c2cccc(C(F)(F)F)c2)CC1	1.1%
84	COc1ccc(C)cc1NC(=O)CC(=O)Nc1ccc2nc3n(c(=O)c2c1)CCCCC3	1.5%
85	Cc1nc(CCNC(=O)Cc2ccc(Cl)cc2)cs1	4.1%
86	O=[N+]([O-])c1cccc(-n2cccc2/C=N/Nc2nc(N3CCCCC3)nc(N3CCCCC3)n2)c1	4.8%
87	CSc1ccc(CCNC(=O)c2cc3cc(S(=O)(=O)N4CCCCC4)ccc3n2C)cc1	4.4%
88	Cc1cc(C)nc(-n2nc(C)cc2NC(=O)c2ccc(S(=O)(=O)N3CCOCC3)cc2)n1	2.0%
89	COc1ccc(NC(=O)CN2C(=O)COc3ccc(S(=O)(=O)Nc4ccccc4)cc32)cc1	0.8%
90	COCCOC(=O)C1=C(C)N=C2SCCC(=O)N2C1c1ccc(OCc2ccccc2)c(OC)c1 (stereo unspecified)	7.3%
91	Fc1ccc(C2=CSC3=NCCN23)cc1	2.6%
92	COc1ccc(F)cc1S(=O)(=O)N1CCc2ccccc2C1	5.5%
93	COc1ccc(CC(=O)Nc2sc3c(c2C(=O)Nc2c(C)cccc2C)CCCCC3)cc1	4.6%
94	COc1ccc(-n2c(SCC(=O)NCc3ccc(C)cc3)nc3n[nH]c(C)c3c2=N)cc1	0.0%
95	COC(=O)c1sccc1Oc1c(Cl)cccc1[N+](=O)[O-]	9.3%
96	CCOc1ccc2nc(NC(=O)CC3Oc4ccccc4NC3=O)sc2c1 (stereo unspecified)	-0.8%
97	CCN1c2cc(C)ccc2-n2cccc2C12CCN(C(=O)Nc1cc(OC)c(OC)c(OC)c1)CC2	23.1%
98	Cc1[nH]n(-c2ccc([N+](=O)[O-])cc2)c(=O)c1/C=N/N1CCOCC1	-11.6%
99	Cc1ccc(C(=O)Nc2cccc3cccnc23)cc1Cl	4.3%
100	Nc1nc(N2CCN(c3ccc(F)cc3)CC2)n[nH]1	-0.7%

# Filtered by structure, those above with a tert-butyl group
No.	Structure	aSyn yeast rescue
3	CC(C)(C)Nc1nc(Cl)nc(N(C#N)CN2C(=O)c3ccccc3S2(=O)=O)n1	2.3%
19	Cc1ccc(-n2c(=O)c3c(C)c(C(=O)N(C)C)sc3n(CC(=O)C(C)(C)C)c2=O)cc1C	-7.3%

# Other entries
No.	Structure	aSyn yeast rescue
101	CCN(C(=O)c1cc(Cl)ccc1Cl)C1CCS(=O)(=O)C1 (stereo unspecified)	3.2%
102	CC(C)(C)c1csc(NNC(=O)c2ccc(Cl)cc2)n1	?
103	CC(C)c1cc(C(=O)NCc2ccccc2)no1	-1.8%
104	COCCNC(=O)Cn1ncc2ccsc2c1=O	0.7%
105	CCc1ccc(-n2nc(C)c3c(C(=O)Nc4cc(OC)cc(OC)c4)cc(C)nc32)cc1	-1.8%
106	C[C@H]1CN([C@@H](C)CO)C(=O)CCCn2cc(nn2)CO[C@@H]1CN(C)C(=O)Nc1cccc(C(F)(F)F)c1	-1.5%
107	COc1ccccc1C(=O)CC1(O)C(=O)N(CC(N)=O)c2ccccc21 (stereo unspecified)	1.1%
108	CCOc1ccc(OCC)c(NC(=O)c2cnc3c(-c4ccccc4)c(C)nn3c2C)c1	-1.2%
109	CC(=O)c1c(C)oc2ccc(NS(=O)(=O)c3ccc(C(=O)O)cc3)cc12	-1.2%
110	CCOc1ccc(NC(=O)CCNS(=O)(=O)c2cccc3nonc23)cc1	6.6%
111	COc1cccc(/C=C/C(=O)Nc2ccc(N3CCOCC3)cc2)c1OC	-0.6%
112	COc1cccc(NC(=O)CN2C(=O)NC(C)(c3ccc(C)cc3)C2=O)c1 (stereo unspecified)	3.7%
113	CCCCN(CCCC)CCNC(=O)CN1C(=O)CSc2ccc(S(=O)(=O)N3CCOCC3)cc21	-5.1%
114	COc1ccccc1N1CCN(S(=O)(=O)c2ccc(-n3cnnn3)cc2)CC1	4.7%
115	Cc1ccc(C(=O)COC(=O)c2cc(C)no2)c(C)c1	6.7%
116	CCOC(=O)c1c(NC(=O)C(C)Sc2c[nH]c3ccccc23)sc2c1CCC2 (stereo unspecified)	2.8%
117	CCc1nnc2c(NCc3ccccc3)nc3ccccc3n12	-0.2%

# A portion of the library; the hit share may differ from the screen's.
